# S100A4 inh HTS – inhibitors of S100A4-myosin IIA peptide binding, primary screen, biochemical, fluorescence polarization, TAMRA-MyoIIA peptide. 360,000 compounds, 0.14% hits. inhibition, % at 10.7 µM. Protein S100-A4 (Homo sapiens), P26447;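 active = mean inhibition of at least 70% across replicates, with every replicate also reaching that level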
# Target sequence (P26447 whole entry, looked up): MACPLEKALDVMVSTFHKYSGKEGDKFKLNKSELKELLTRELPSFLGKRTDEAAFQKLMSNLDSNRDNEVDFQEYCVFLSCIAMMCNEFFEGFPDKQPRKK
#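 Test system – S100A4 monomer (human) · Compound – single-point compound testing · Schedule – 5 min incubation before reading · Probe or stimulus – TAMRA-labelled myosin IIA heavy-chain peptide probe, 5 nM · Benchmarks – neutral control DMSO, positive control TFP · Medium – Calcium-containing HEPES buffer, pH 7.2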
# LGR2 antag – inhibitors of bursicon-induced LGR2 CRE-luciferase signal, primary screen, cell-based, HEK293, CRE-luciferase reporter, bursicon stimulation; Drosophila bursicon receptor LGR2 (rickets); bursicon-stimulated, 4 h; inhibition, % at 9.99 µM; 380,000 compounds, 0.35% hits; AID 720647, 2013;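 active = drop in luminescence signal, shown as inhibition above about 50% in the replicate tests, limit read from the data, passing the limit was not always enough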;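 also: agonist challenge used bursicon conditioned medium at about half maximal strength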
# PglD inh – C. jejuni PglD acetyltransferase inhibitors, primary screen, biochemical, DTNB colorimetric, single point. purified PglD enzyme, DTNB colorimetric CoA detection. 360,000 compounds, 0.098% hits. inhibition, % at 12.5 µM. UDP-N-acetylbacillosamine N-acetyltransferase PglD (Campylobacter jejuni); in the data active = inhibition above about 16%, passing the limit was not always enough; also: strong numbers were not always called active
# PGC1a acetyl inh – inhibitors of PGC1a acetylation signal, primary screen, cell-based, U2OS, AlphaScreen, inhibitor mode | AlphaScreen anti-acetyl-lysine; with virally co-expressed GCN5 acetyltransferase | inhibition, % at 15.6 µM | 350,000 compounds, 0.17% hits | AID 651687, 2012;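 active = every replicate shows inhibition of at least 40%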;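 also: 0% = neutral control wells and 100% = positive control wells; some results beyond the cut were filed as inactive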
# PAX8 reporter – inhibitors of PAX8-driven TPO luciferase reporter, primary screen, RMG-I cells, single concentration; inhibition, % at 12.6 µM; SteadyGlo, 24 h; 360,000 compounds, 1.2% hits;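 active = mean replicate inhibition at least 60% with every replicate also reaching 60%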;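 also: luciferase light reporting Pax8 driven TPO promoter activity; plate controls were median of neutral control wells for no effect and mitoxantrone controls for full effect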
# ERAP1 inh – human ERAP1 aminopeptidase inhibitors, primary screen, biochemical, single point, plate reader | recombinant ERAP1, Leu-AMC fluorescence, 60 min | inhibition, % at 10.7 µM | 340,000 compounds, 0.15% hits | AID 652197, 2013;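 active = mean replicate inhibition of at least 30%, or all replicates individually reaching that 30% level; inactive = mean below 30% and not every replicate reaching it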;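 also: 0% = neutral control wells and 100% = L-leucinethiol positive control wells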
# Target sequence (Q9NZ08 whole entry, looked up): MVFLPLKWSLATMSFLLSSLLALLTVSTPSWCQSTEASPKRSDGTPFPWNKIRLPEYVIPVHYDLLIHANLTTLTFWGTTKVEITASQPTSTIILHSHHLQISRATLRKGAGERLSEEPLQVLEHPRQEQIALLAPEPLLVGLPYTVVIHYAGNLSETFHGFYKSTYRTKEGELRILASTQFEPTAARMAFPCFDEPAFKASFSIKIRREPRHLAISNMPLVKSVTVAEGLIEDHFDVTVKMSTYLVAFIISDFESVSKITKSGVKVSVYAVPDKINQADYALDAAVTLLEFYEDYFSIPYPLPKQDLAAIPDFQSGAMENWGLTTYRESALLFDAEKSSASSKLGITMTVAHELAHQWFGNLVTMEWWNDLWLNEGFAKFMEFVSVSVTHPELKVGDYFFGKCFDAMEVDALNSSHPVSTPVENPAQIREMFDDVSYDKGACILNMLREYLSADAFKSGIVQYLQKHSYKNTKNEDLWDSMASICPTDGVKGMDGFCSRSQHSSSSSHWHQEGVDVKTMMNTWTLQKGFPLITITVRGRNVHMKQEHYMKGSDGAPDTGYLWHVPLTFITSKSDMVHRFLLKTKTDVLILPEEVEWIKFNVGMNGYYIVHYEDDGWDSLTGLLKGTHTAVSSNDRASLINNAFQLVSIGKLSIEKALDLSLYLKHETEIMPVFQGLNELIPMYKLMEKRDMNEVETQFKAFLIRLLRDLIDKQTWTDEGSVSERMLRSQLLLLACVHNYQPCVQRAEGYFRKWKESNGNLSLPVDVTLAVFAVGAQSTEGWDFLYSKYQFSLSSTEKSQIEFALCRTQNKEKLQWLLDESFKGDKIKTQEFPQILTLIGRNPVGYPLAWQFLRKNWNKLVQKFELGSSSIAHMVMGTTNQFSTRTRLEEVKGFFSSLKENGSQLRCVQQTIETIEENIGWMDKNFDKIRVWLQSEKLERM
# EWS-Fli block – EWS/Fli-driven NR0B1 reporter inhibitors, primary screen, A673 cells, NR0B1 luciferase, luminescence, MLPCN library. 350,000 compounds, 0.67% hits. inhibition, % at 12.6 µM. viability-normalised;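 active = mean inhibition of at least 50% after viability correction, with every replicate also passing that limit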;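 also: firefly luciferase signal divided by Alamar Blue viability fluorescence both relative to DMSO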
# FN deposition inh – inhibitors of fibronectin matrix deposition, primary screen, AH1F cells, Alexa488-fibronectin fluorescence, plate reader; AH1F fibroblasts, overnight; inhibition, % at 12.6 µM; AID 743247, 2014; 350,000 compounds, 0.086% hits;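 active = mean inhibition across replicates of 30% or more, regardless of how many single replicates reach that level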;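 also: positive control wells lacked labelled fibronectin entirely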
#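 Measured by – fluorescence 485/525 nm · System – AH1F fibroblast monolayer, labelled fibronectin deposition · Amount – 10000 cells per well · Buffer or medium – serum-reduced DMEM (2% serum) · Doses – single dose, pinned · Also added – fluorescent fibronectin at 24 nM final · Schedule – 1 h cell attachment, overnight exposure to compound and label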
# * marks the source's active call; other numbers are inactive results; · = not tested or not shown.
item	structure	S100A4 inh HTS	PglD inh	FN deposition inh	LGR2 antag
1	CCn1c(C)c(C2=CCN(S(=O)(=O)c3ccccc3)CC2)c2ccccc21	·	-3	2	4
2	Fc1cccc(Cl)c1C1SCc2nc3ccccc3n21 (stereo unspecified)	-12	·	-10	8
3	Cc1ncc([N+](=O)[O-])n1CC(=O)N/N=C/c1ccccc1F	-2	·	6	·
4	CCOC(=O)C1(CC2CC2)CCN(C(=O)c2cc(C3CC3)nc3ccccc23)CC1	10	0	10	-42
5	CN(C)CC(=O)Nc1ccc2c(c1)[C@H]1C[C@@H](CC(=O)NC3CCCC3)O[C@@H](CO)[C@H]1O2	25	0	6	-1
6	CC(C)COc1ccc(C(=O)N(CC(=O)Nc2ccccc2C(F)(F)F)Cc2ccco2)cc1	-5	·	-3	14
7	COc1cc(/C=C/C(=O)Nc2cccc(S(=O)(=O)N3CCOCC3)c2)ccc1OCC#N	3	6	0	17
8	Cc1ccc(N2CC(NC(=O)C(=O)c3c(C)[nH]c4ccccc34)CC2=O)cc1 (stereo unspecified)	7	7	-1	-18

item	EWS-Fli block	ERAP1 inh	PGC1a acetyl inh	PAX8 reporter
1	·	·	2	12
2	12	0	·	24
3	-6	-1	·	3
4	-31	2	-3	-35
5	-10	0	-1	-3
6	12	5	·	-7
7	11	-3	-4	17
8	1	-1	·	16

# The last four entries of the part above come first, to join the parts:
item	structure	S100A4 inh HTS	PglD inh	FN deposition inh	LGR2 antag
5	CN(C)CC(=O)Nc1ccc2c(c1)[C@H]1C[C@@H](CC(=O)NC3CCCC3)O[C@@H](CO)[C@H]1O2	25	0	6	-1
6	CC(C)COc1ccc(C(=O)N(CC(=O)Nc2ccccc2C(F)(F)F)Cc2ccco2)cc1	-5	·	-3	14
7	COc1cc(/C=C/C(=O)Nc2cccc(S(=O)(=O)N3CCOCC3)c2)ccc1OCC#N	3	6	0	17
8	Cc1ccc(N2CC(NC(=O)C(=O)c3c(C)[nH]c4ccccc34)CC2=O)cc1 (stereo unspecified)	7	7	-1	-18
9	C[C@@H]1CN([C@@H](C)CO)S(=O)(=O)c2ccc(-c3ccc(C#N)cc3)cc2O[C@H]1CN(C)C(=O)Nc1cc(F)ccc1F	-16	1	5	0
10	CSc1nccn1C(=O)c1ccccc1[N+](=O)[O-]	0	10	-4	6
11	N#CCCn1cc(/C=N/N=C2\NC(=O)C(CC(=O)O)S2)c(-c2ccc(F)cc2)n1 (stereo unspecified)	-1	-1	2	-6
12	C[C@H](CO)N1C[C@H](C)[C@@H](CN(C)C(=O)c2ccccc2F)Oc2ncc(-c3ccncc3)cc2C1=O	0	1	·	16
13	CN1[C@@H]2c3ccc(-c4ccccc4)c(=O)n3C[C@H]1[C@H](CO)[C@H]2C(=O)N1CCC(Cc2ccccc2)CC1	0	-2	·	1
14	O=C(OC1CCOC1=O)c1cccc(S(=O)(=O)Nc2ccc(F)cc2)c1 (stereo unspecified)	13	0	1	·
15	CN(C)C(=O)C[C@@H]1CC[C@@H]2[C@H](COC[C@@H](O)CN2C(=O)C2CC2)O1	6	-1	-12	-4
16	CN1CCN(c2ccc(NC(=O)CSc3nnnn3-c3ccccc3F)cc2)CC1	-6	-6	-3	-6

item	EWS-Fli block	ERAP1 inh	PGC1a acetyl inh	PAX8 reporter
5	-10	0	-1	-3
6	12	5	·	-7
7	11	-3	-4	17
8	1	-1	·	16
9	31	3	1	-18
10	-5	2	·	2
11	3	·	6	-9
12	1	-2	0	-7
13	-5	2	·	·
14	-17	0	-8	26
15	6	-1	0	1
16	·	-5	1	-3

# Next entries:
item	structure	S100A4 inh HTS	PglD inh	FN deposition inh	LGR2 antag
17	CC(Oc1ccccc1Cl)C(=O)N1CCCN(C)CC1 (stereo unspecified)	0	-3	5	-17
18	CCOC(=O)c1cc(C(=O)Nc2ccc(S(=O)(=O)Nc3ccc(OC)cc3)cc2)nn1C	19	-3	17	3
19	Cc1ccc(S(=O)(=O)N2CCCCC2)cc1NC(=O)CNC(C)c1ccc(Cl)c(Cl)c1 (stereo unspecified)	-1	-2	1	-23
20	COc1ccc(NC(=O)Nc2ccc3c(c2)[C@H]2C[C@@H](CC(=O)N4CCOCC4)O[C@H](CO)[C@H]2O3)cc1	·	8	-7	-19
21	CCc1nc2c(OCc3ccc(Cl)cc3Cl)cccn2c1N(C=O)Cc1ccc(OC)cc1	2	4	-8	3
22	CCCc1nnc(NC(=O)CCC(=O)N2CCN(c3ccccc3)CC2)s1	1	·	-4	-2
23	CCC(C)NC(=O)C1CCC(CNS(=O)(=O)c2ccc3c(c2)N(C(C)=O)CCO3)CC1 (stereo unspecified)	4	-4	-2	0
24	O=C(CCCNC(=O)/C(=C/c1ccc(F)cc1)NC(=O)c1ccccc1)OCc1ccccc1	-6	7	-7	15

item	EWS-Fli block	ERAP1 inh	PGC1a acetyl inh	PAX8 reporter
17	·	-2	·	-10
18	9	-1	·	15
19	6	1	-17	27
20	-1	·	4	2
21	5	2	·	7
22	·	-2	·	3
23	·	3	-13	5
24	1	8	·	3

# (cont.)
item	structure	S100A4 inh HTS	PglD inh	FN deposition inh	LGR2 antag
25	COc1cc(OC)cc(C(=O)NCC(=O)OCc2cc(=O)oc3cc(OC)ccc23)c1	1	·	-2	3
26	Cc1ccc(S(=O)(=O)N[C@H]2C=C[C@@H](CC(=O)NCCN3CCCCC3)O[C@@H]2CO)cc1	-2	2	·	8
27	CCCNC(=O)N(C)C[C@@H]1Oc2ncc(C#CC3CCCCC3)cc2C(=O)N([C@H](C)CO)C[C@@H]1C	-2	7	-11	30
28	CCCc1ccc(OCCNC(C)=O)cc1	-2	·	·	3
29	Cc1ccc(C)c(-n2cc(CNC(C)Cn3cncn3)c(-c3ccccc3)n2)c1 (stereo unspecified)	1	-4	-1	-14
30	Cc1ccc(C(=O)NCC(=O)OCC(=O)Nc2cccc(S(=O)(=O)N3CCCC3)c2)cc1C	7	3	-3	-10
31	O=C1NC(=O)c2cc3ccccc3cc21	-1	-1	·	-21
32	COC(=O)[C@H](Cc1ccccc1)NCCCn1cnc(C(=O)Nc2ccc(C)c(C)c2)n1	0	2	4	27

item	EWS-Fli block	ERAP1 inh	PGC1a acetyl inh	PAX8 reporter
25	-2	-2	0	18
26	-8	0	9	-9
27	-3	4	-15	·
28	-6	1	·	·
29	5	-3	-7	-3
30	-3	-3	3	0
31	-4	-1	5	-26
32	-8	·	-3	15

# As a working copy, part of the list above.
item	structure	S100A4 inh HTS	PglD inh	FN deposition inh	LGR2 antag
27	CCCNC(=O)N(C)C[C@@H]1Oc2ncc(C#CC3CCCCC3)cc2C(=O)N([C@H](C)CO)C[C@@H]1C	-2	7	-11	30
28	CCCc1ccc(OCCNC(C)=O)cc1	-2	·	·	3

item	EWS-Fli block	ERAP1 inh	PGC1a acetyl inh	PAX8 reporter
27	-3	4	-15	·
28	-6	1	·	·

# Other results.
item	structure	S100A4 inh HTS	PglD inh	FN deposition inh	LGR2 antag
33	CC(C)Oc1ccc(C2NC(=O)NC2=O)cc1 (stereo unspecified)	·	-3	10	·
34	CCCNC(=O)C1CN(C(=O)c2nn(Cc3ccccc3)c(=O)c3ccccc23)c2ccccc2O1 (stereo unspecified)	2	1	-7	-4
35	CC(C)CC(C)NC(=O)c1ccc(C(F)(F)F)cc1 (stereo unspecified)	1	-1	-7	-10
36	CCC(=O)Nc1cccc(-c2nc3ccccc3o2)c1	·	-5	-2	·
37	CCN(CC)S(=O)(=O)c1ccc(N2CCOCC2)c(NC(=O)Cc2ccc(Cl)cc2)c1	-2	·	-4	-15
38	C[C@H]1CN([C@@H](C)CO)C(=O)c2cc(NC(=O)CCCCCC(=O)Nc3ccccc3N)ccc2O[C@@H]1CN(C)C(=O)Nc1ccccc1	2	·	·	-3
39	CN(Cc1cccs1)C(=O)Cc1csc(-c2ccccc2)n1	-8	-4	6	-55
40	CC(OC(=O)Cn1cnc2c1c(=O)n(C)c(=O)n2C)C(=O)c1ccccc1 (stereo unspecified)	-2	-5	0	-2

item	EWS-Fli block	ERAP1 inh	PGC1a acetyl inh	PAX8 reporter
33	·	·	3	-1
34	5	-4	-4	9
35	-25	-5	2	-17
36	·	·	2	-78
37	0	2	·	12
38	-4	0	1	-13
39	-52	-3	12	-35
40	3	1	2	-3

# Additional results
item	structure	S100A4 inh HTS	PglD inh	FN deposition inh	LGR2 antag
41	COc1ccccc1Nc1nc(Cl)c(C=O)s1	12	-4	-17	-34
42	COCC(=O)N1[C@H](CO)[C@H](c2ccccc2)C12CN(C(=O)c1ccc(F)cc1)C2	-5	·	·	4
43	COc1ccc(C)cc1-n1nnnc1SCc1cc(=O)n2cc(C)ccc2n1	0	0	·	10
44	COC(=O)c1cc(OC)c(OC)cc1NC(=S)N1CCN(C/C=C/c2ccccc2)CC1	-5	1	5	-3
45	C[C@@H]1CCCCO[C@H](CN(C)C(=O)NC2CCCCC2)[C@@H](C)CN([C@H](C)CO)C(=O)c2cc(NC(=O)CCCCCC(=O)Nc3ccccc3N)ccc2O1	-8	-1	·	23
46	Cc1ccc([C@@H]2CC=C(C(=O)O)[C@H](c3ccc(Br)cc3)N2S(=O)(=O)c2ccccc2C)cc1	54	-7	-1	31
47	NC(=O)[C@@H]1[C@H]2C(=O)O[C@H](c3ccccc3)[C@H](c3ccccc3)N2[C@H](c2ccc(O)cc2)[C@@]12C(=O)Nc1ccc(C#CC3(O)CCCCCC3)cc12	37	1	·	·
48	Cc1nnc(SCC(=O)Nc2ccc(Cl)cn2)s1	2	·	0	-12

item	EWS-Fli block	ERAP1 inh	PGC1a acetyl inh	PAX8 reporter
41	-11	-1	9	-57
42	-1	1	-3	·
43	·	2	4	·
44	-6	-2	·	8
45	-1	-3	-4	·
46	-11	·	-10	21
47	1	-2	·	-9
48	5	5	·	15

# (cont.)
item	structure	S100A4 inh HTS	PglD inh	FN deposition inh	LGR2 antag
49	O=C(NC1CCCCC1)[C@H]1N[C@H]2c3ccc(-c4cccc(F)c4)c(=O)n3C[C@H]2[C@@H]1CO	-3	2	·	-19
50	O=C(Nc1nnc(-c2ccc(Br)cc2)o1)c1cccc(N2C(=O)CCC2=O)c1	-1	-8	2	-17
51	CCCc1nc2ccc(C)cn2c1Cc1ccccc1OC	-1	0	-10	-13
52	C[C@@H]1CN([C@@H](C)CO)C(=O)c2cc(C#CCN(C)C)cnc2O[C@H]1CN(C)C(=O)c1ccc(F)cc1	2	1	·	3
53	CC(C)CC#Cc1cnc2c(c1)C(=O)N([C@H](C)CO)C[C@H](C)[C@@H](CN(C)CC1CCOCC1)O2	-8	0	·	-9
54	CC1(C)CC(=O)C(C=NCCN2CCN(C(=S)NC3CCCCC3)CC2)=C(O)C1	·	1	7	13
55	COc1ccc(S(=O)(=O)Nc2ccc3c(c2)C(=O)N([C@@H](C)CO)C[C@H](C)[C@@H](CN(C)C(=O)Nc2ccccc2)OCCCC[C@H](C)O3)cc1	·	5	3	2
56	Cc1cc(OC(=O)C(C)(C)C)c([N+](=O)[O-])c(=O)[nH]1	-1	·	·	1

item	EWS-Fli block	ERAP1 inh	PGC1a acetyl inh	PAX8 reporter
49	-8	2	·	-6
50	2	-2	-8	-17
51	-2	-3	-4	13
52	-12	2	4	·
53	-13	1	2	-31
54	·	·	-2	-2
55	-2	·	-6	-1
56	-2	1	·	2

# Bioassay records as filed in PubChem BioAssay.
